Bioassay records: PubChem BioAssay, National Center for Advancing Translational Sciences (NCATS)
N370S GC: N370S glucocerebrosidase modulation, Gaucher chaperone candidate; P04062; N370S GC spleen homogenate, 4MU-glucoside fluorescence; Potency, µM (top dose mostly 59.4 µM), for the others: top-dose activity change, negative = inhibition, hits mostly inhibitors; hit rate 0.092% among 330,000; AID 2101;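 note: 0% = full enzyme activity and -100% = no enzyme basal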
GCN5L2 inh: GCN5L2 (KAT2A) acetyltransferase inhibition | Q92830 | GCN5L2 HAT assay, ThioGlo1 CoA-SH fluorescence | Potency, µM (doses to about 58.9 µM), inactives show top-dose activity change, negative = inhibition, hits mostly inhibitors | hit rate 0.21% among 390,000 | AID 504327
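Titration-based screen in which CoA formation is detected via maleimide probe ThioGlo1 (50uM) turning fluorescent on thiol reaction; substrates H3(1-25) 75uM and acetyl-CoA 70uM, GCN5L2 20nM, 20 min incubation at room temperature.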
FEN1 inhibitor: blocks human flap endonuclease 1 | hit rate 0.35% among 390,000 | P39748 | Recombinant FEN1 flap cleavage, fluorescence, 15 min | Potency, µM (top dose mostly 114 µM), inactives show at the highest dose activity change, negative = inhibition, usual class: inhibitors; note: nearly all actives have a fitted effect of over 65% in size
Target sequence (P39748 whole entry, looked up): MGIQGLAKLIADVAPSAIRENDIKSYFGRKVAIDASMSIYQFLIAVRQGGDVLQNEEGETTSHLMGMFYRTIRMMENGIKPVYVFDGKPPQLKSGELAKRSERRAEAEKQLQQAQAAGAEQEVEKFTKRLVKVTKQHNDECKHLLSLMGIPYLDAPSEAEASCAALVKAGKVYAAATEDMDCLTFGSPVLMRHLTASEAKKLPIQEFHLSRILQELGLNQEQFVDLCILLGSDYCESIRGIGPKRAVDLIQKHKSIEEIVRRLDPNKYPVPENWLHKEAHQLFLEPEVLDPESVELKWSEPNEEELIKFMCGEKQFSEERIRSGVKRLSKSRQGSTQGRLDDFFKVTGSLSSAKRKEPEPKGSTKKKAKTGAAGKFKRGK
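Steps: FEN1 (10 nM) dispensed; compound added by pin tool; 15 min at room temperature; substrate added to 50 nM final; reads at 0 min and 15 min; data normalized and fitted (four-parameter Hill).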
The depositor's hits bear a star; & = joins results of further samples; [ ] = remark or other dose. Calls come from the whole dose curve; as a rule, active = well fitted curve in the direction sought with a large enough effect; inconclusive = small, poorly fitted or top-dose-only effect, or another doubt; inactive = no such curve, though single readings can be large; an effect the other way counts as inactive or inconclusive. Unless noted, % is set by controls: 0 for no effect and ±100 for the full control effect; potency is the fitted concentration of half-maximal effect. Compounds as they come; about 0.54% have a hit in one of these screens.

CCOC(=O)C1CCCN(S(=O)(=O)c2cc3c(cc2C)NC(=O)CO3)C1 (stereo not drawn) was read as GCN5L2 inh -18% and FEN1 inhibitor 3%.
For O=C(COc1ccc(F)cc1Br)NCc1nnc2ccccn12 the results were GCN5L2 inh -6% and FEN1 inhibitor 4%.
COc1cccc(CNC(=O)C2CCCN(C(=O)c3ccc(Cl)cc3)C2)c1 (stereo not drawn) was read as GCN5L2 inh 1% and FEN1 inhibitor 4%.
For O=c1c(-c2cc(F)cc(F)c2)nc2cncnc2n1Cc1ccc(F)cc1 the results were N370S GC 23% and GCN5L2 inh 8%.
Screening O=C(Nc1ccc(Br)cc1F)N1CCC(CN2CCc3ccccc3C2)CC1 returned GCN5L2 inh -3% and FEN1 inhibitor -15%.
For N=C1C(c2ccccc2)=C(O)CN1c1cccc(S(=O)(=O)N2CCCCC2)c1 the results were N370S GC -12%, GCN5L2 inh -5% and FEN1 inhibitor -3%.
CCOC(=O)Cc1c(C)nc2c(-c3ccccc3)cnn2c1C was read as N370S GC 23%, GCN5L2 inh -12% and FEN1 inhibitor -11%.
For CC(C)CCOc1ccc(C(=O)NCC(c2cccs2)N2CCOCC2)cc1 (stereo not drawn) the results were N370S GC -22%, GCN5L2 inh -4% and FEN1 inhibitor -14%.
`N#Cc1c(-n2cccc2)cccc1-n1cccc1` gave N370S GC 2%, GCN5L2 inh -7% and FEN1 inhibitor -13%.
`CC(C)N1CCc2c(sc(NC(=O)c3ccc(S(=O)(=O)N4CCc5ccccc54)cc3)c2C(N)=O)C1` gave N370S GC -13%, GCN5L2 inh -9% and FEN1 inhibitor 1%.
Screening Cc1ccc(NC(=O)CNc2ccccc2N2CCCC2=O)cc1S(=O)(=O)N1CCCCC1 returned GCN5L2 inh -3% and FEN1 inhibitor -13%.
For CCC(CC)C(=O)N1N=C(c2ccc(NS(C)(=O)=O)cc2)CC1c1ccc(C)cc1 (stereo not drawn) the results were N370S GC inconclusive, GCN5L2 inh -13% and FEN1 inhibitor -8%.
For COCCn1c(=O)c(-c2ccccc2)nc2cnc(Oc3cccc(Cl)c3)nc21 the results were N370S GC 18% and GCN5L2 inh -10%.
For CCOc1ccc(-n2cnnn2)cc1S(=O)(=O)Nc1c(C)cccc1C the results were N370S GC 2%, GCN5L2 inh -1% and FEN1 inhibitor -2%.
CCOC(=O)c1ccc(Oc2nc(NC)nc(Nc3ccccc3)n2)cc1 was read as N370S GC 5% and FEN1 inhibitor -21%.
CCN(CC)CCN(C(=O)c1ccc2c(c1)CCCC2)c1nc2c(C)cccc2s1 was read as N370S GC inconclusive, GCN5L2 inh -6% and FEN1 inhibitor -24%.
`CCC1CN(C(=O)N2CCC(C(=O)NCc3cc(OC)ccc3OC)CC2)c2ccccc2O1` (stereo not drawn) gave GCN5L2 inh -12% and FEN1 inhibitor 2%.
Screening C/C(=N\OC(=O)c1ccccc1)c1cc(-c2ccc(Cl)cc2)no1 returned N370S GC 7%, GCN5L2 inh inconclusive and FEN1 inhibitor 2%.
Screening CC(=O)Nc1ccc(S(=O)(=O)NCC(=O)NC(C)c2ccc(S(N)(=O)=O)cc2)cc1 (stereo not drawn) returned N370S GC -2%, GCN5L2 inh 2% and FEN1 inhibitor 4%.
Screening COc1ccc(S(=O)(=O)N2CCCOC2CNC(=O)C(=O)NC2CCCC2)cc1 (stereo not drawn) returned N370S GC -2%, GCN5L2 inh -21% and FEN1 inhibitor -1%.
`O=C(CN1C(=O)COc2ccc(S(=O)(=O)N3CCCCC3)cc21)NCc1ccc(F)cc1` gave N370S GC -4%, GCN5L2 inh -4%&2% and FEN1 inhibitor 15%&-2%.
`CCCN(C(=O)CCl)C1=CCCCC1` gave N370S GC 0%, GCN5L2 inh 0% and FEN1 inhibitor 1%.
For CCOc1ccc(S(=O)(=O)Nc2nc3ccccc3nc2N2CCN(C)CC2)cc1 the results were N370S GC 0%, GCN5L2 inh -3% and FEN1 inhibitor -1%.
Screening Cc1ccc(C)c(N2CCN(C(c3ccc(F)cc3)c3nnc(-c4ccccc4)o3)CC2)c1 (stereo not drawn) returned GCN5L2 inh -19% and FEN1 inhibitor inconclusive.
For C#CCOCCOCCOCCNc1nc(N2CCN(C(=O)C(Cc3ccc(O)cc3)n3cc(C(N)CC(C)C)nn3)CC2)nc(N2CCN(C(=O)C(Cc3cc4ccccc4[nH]3)n3cc(C(N)C(C)CC)nn3)CC2)n1 (stereo not drawn) the results were N370S GC -19% and GCN5L2 inh -3%.
For NC(=O)NCc1ccc(F)cc1 the results were N370S GC 0%, GCN5L2 inh 9% and FEN1 inhibitor 0%.
For COc1cc(NC(=O)SC2=NCCS2)cc(OC)c1 the results were N370S GC 3%, GCN5L2 inh 8% and FEN1 inhibitor -21%.
For C=CCN(C(=O)CN1CCOCC1)c1nc(C)c(-c2ccccc2)s1 the results were N370S GC -3%, GCN5L2 inh 2% and FEN1 inhibitor -5%.
For COc1ccc(CCNC(=O)c2cnccn2)cc1 the results were N370S GC -3%, GCN5L2 inh -1% and FEN1 inhibitor 0%.
CC(C)c1ccc(CC(NC(=O)c2ccccc2)C(=O)NCC(=O)O)cc1 (stereo not drawn) was read as N370S GC 3%, GCN5L2 inh 0% and FEN1 inhibitor -1%.
Screening Cc1ccccc1NCC(=O)c1ccc(Br)cc1 returned N370S GC 0%, GCN5L2 inh -4% and FEN1 inhibitor -2%.
`O=c1c2ccccc2nnn1CSc1ccccc1` gave N370S GC -10%, GCN5L2 inh 37%[activator] and FEN1 inhibitor -3%.
`Cc1ccc(NC(=O)N2CCC(n3c(C)nc4cccnc43)CC2)c(Cl)c1` gave GCN5L2 inh 26% and FEN1 inhibitor 21%.
N/C(=N\OC(=O)c1ccc(Cl)c(Cl)c1)c1ccccn1 was read as N370S GC 7%, GCN5L2 inh inconclusive and FEN1 inhibitor 5%.
Screening CCn1cc(C(=O)NCC(C)C)c(=O)c2cc(F)c(N3CCN(C(=O)c4ccco4)CC3)cc21 returned N370S GC -3%, GCN5L2 inh 3% and FEN1 inhibitor -12%.
CN(CC(=O)N1CCOCC1)S(=O)(=O)c1ccc2ccccc2c1 was read as N370S GC 1%, GCN5L2 inh -12% and FEN1 inhibitor 12%.
`O=C(CCNC(=O)c1ccc(Br)cc1)NCc1ccccc1F` gave N370S GC -5%, GCN5L2 inh -16% and FEN1 inhibitor -8%.
Screening CCOC(=O)C1CCCN(C2CC(=O)N(c3ccc(NC(C)=O)cc3)C2=O)C1 (stereo not drawn) returned N370S GC 1%, GCN5L2 inh 1% and FEN1 inhibitor 2%.
For CC(C)(C)OC(=O)NCCc1n[nH]c(=S)o1 the results were N370S GC -17%, GCN5L2 inh -9% and FEN1 inhibitor 6%.
For Cc1ccc2c(c1)C(O)(c1c(C)[nH]c3ccccc13)C(=O)N2 (stereo not drawn) the results were N370S GC -9%, GCN5L2 inh -8% and FEN1 inhibitor -20%.

Looked up by structure from the list above, two records:
`O=C(CCNC(=O)c1ccc(Br)cc1)NCc1ccccc1F` gave N370S GC -5%, GCN5L2 inh -16% and FEN1 inhibitor -8%.
`O=c1c2ccccc2nnn1CSc1ccccc1` gave N370S GC -10%, GCN5L2 inh 37%[activator] and FEN1 inhibitor -3%.

Next part
For Cc1noc(C)c1S(=O)(=O)N(C)C[C@H]1Oc2ccc(NC(=O)Cc3ccccc3)cc2C(=O)N([C@H](C)CO)C[C@@H]1C the results were GCN5L2 inh 0% and FEN1 inhibitor 20%.
For Cc1nc2c(cc1N)nc(C)n2Cc1ccccc1 the results were N370S GC 1%, GCN5L2 inh -6% and FEN1 inhibitor -2%.
Screening COc1ccc(CC(=O)N(Cc2ccccc2)c2cccc(C)c2)cc1OC returned N370S GC -14%, GCN5L2 inh -1% and FEN1 inhibitor -7%.
For O=C(O)Cn1cnc2scc(-c3cccs3)c2c1=O the results were N370S GC -8%, GCN5L2 inh -9% and FEN1 inhibitor -9%.
For Cc1ccccc1C(=O)N1CCC(C(=O)N2CCN(c3ncccn3)CC2)CC1 the results were GCN5L2 inh -5% and FEN1 inhibitor -10%.
For CCOC(=O)c1cc2sccc2n1CC(=O)c1ccc2c(c1)OCCO2 the results were N370S GC -18%[2.35 µM], GCN5L2 inh -9% and FEN1 inhibitor -13%.
`Cc1ccc(CNC(=O)CSCC(=O)O)cc1` gave N370S GC 13%, GCN5L2 inh -4% and FEN1 inhibitor 3%.
For CCOc1ccc(-c2nnc(-c3ccccc3)o2)cc1 the results were N370S GC 5%, GCN5L2 inh -19% and FEN1 inhibitor 4%.
C=CCCCCCCCCCCCC(O)CC(O)COC(C)=O (stereo not drawn) was read as N370S GC 4% and GCN5L2 inh -21%.
COc1ccccc1CNC(=O)[C@@H]1CCCN1S(=O)(=O)c1ccc(Cl)cc1 was read as N370S GC -9%, GCN5L2 inh -1% and FEN1 inhibitor 9%.
`COc1ccc(Nc2ncnc3onc(C)c23)cc1Cl` gave GCN5L2 inh -7% and FEN1 inhibitor -2%.
Screening O=S(=O)(N(Cc1ccccc1)[C@@H](CO)Cc1ccccc1)N(Cc1ccccc1)[C@@H](CO)Cc1ccccc1 returned GCN5L2 inh 1% and FEN1 inhibitor 18%&-16%.
For N#Cc1c(-n2ncnc2-c2ccccc2C(F)(F)F)sc2c1CCCCC2 the results were GCN5L2 inh -5% and FEN1 inhibitor -14%.
For Fc1ccc(-[n+]2nc(Nc3ccccc3)sc2-c2c3ccccc3cc3ccccc23)cc1 the results were N370S GC -21%, GCN5L2 inh -11% and FEN1 inhibitor 2%.
Screening O=C(NCc1cccnc1)c1ccc([N+](=O)[O-])cc1 returned N370S GC 3%, GCN5L2 inh -14% and FEN1 inhibitor -8%.
O=C(N/N=C/c1cc([N+](=O)[O-])ccc1N1CCNCC1)c1ccc([N+](=O)[O-])cc1 was read as N370S GC 6%, GCN5L2 inh -10% and FEN1 inhibitor 16%.
`CC1CCN(c2nn3c(=O)c(C(=O)NCCc4ccccc4)cnc3s2)CC1` gave GCN5L2 inh -1% and FEN1 inhibitor 1%.
`COC(=O)c1ccc(NC(=O)COC(=O)C2CC(=O)N(Cc3ccccc3)C2)cc1` (stereo not drawn) gave N370S GC -3%, GCN5L2 inh -7% and FEN1 inhibitor 16%.
Screening Cc1ccc(-n2ncc3c(=O)n(Cc4ccccc4C)cnc32)cc1C returned GCN5L2 inh -5% and FEN1 inhibitor 1%.
Screening CC(C)Oc1ccc(CNC(=O)C(C)n2ccc3cc(S(=O)(=O)N4CCCCCC4)ccc32)cc1 (stereo not drawn) returned GCN5L2 inh -4% and FEN1 inhibitor -15%.

4 consecutive compounds already listed, quoted:
`CC1CCN(c2nn3c(=O)c(C(=O)NCCc4ccccc4)cnc3s2)CC1` gave GCN5L2 inh -1% and FEN1 inhibitor 1%.
`COC(=O)c1ccc(NC(=O)COC(=O)C2CC(=O)N(Cc3ccccc3)C2)cc1` (stereo not drawn) gave N370S GC -3%, GCN5L2 inh -7% and FEN1 inhibitor 16%.
Screening Cc1ccc(-n2ncc3c(=O)n(Cc4ccccc4C)cnc32)cc1C returned GCN5L2 inh -5% and FEN1 inhibitor 1%.
Screening CC(C)Oc1ccc(CNC(=O)C(C)n2ccc3cc(S(=O)(=O)N4CCCCCC4)ccc32)cc1 (stereo not drawn) returned GCN5L2 inh -4% and FEN1 inhibitor -15%.

The list continues:
Screening O=C(O)c1c2c(nc3ccc(S(=O)(=O)N4CCC(C(=O)NC5CCCCCC5)CC4)cc13)CCCC2 returned N370S GC -3%, GCN5L2 inh -17% and FEN1 inhibitor -8%.
For COc1cc(/C=C2\SC(=S)N(CC(=O)NC(C)(C)C)C2=O)cc(OC)c1OC the results were N370S GC 2%, GCN5L2 inh -19% and FEN1 inhibitor -8%.
For CC(=O)c1ccc(NC(=O)CSc2nccn2Cc2ccco2)cc1 the results were GCN5L2 inh 4% and FEN1 inhibitor -1%.
COc1cc(/C=N/NC(=O)c2ccncc2)ccc1OC(C)=O was read as N370S GC -7%, GCN5L2 inh -6% and FEN1 inhibitor 1%.
Screening CCS(=O)(=O)c1nc(S(=O)(=O)c2ccc(Cl)cc2)c(NCCN2CCOCC2)s1 returned N370S GC -5%, GCN5L2 inh 2% and FEN1 inhibitor -5%.
COc1ccc(-n2cnnc2SCC(=O)N(C)c2ccccc2)cc1 was read as N370S GC -7%, GCN5L2 inh -5% and FEN1 inhibitor 17%.
`CC1(C)OC(C(N)=O)C(C(N)=O)O1` (stereo not drawn) gave N370S GC 4%, GCN5L2 inh -4% and FEN1 inhibitor 0%.
O=C(COC(=O)CNC(=O)C1CCCCC1)NCc1ccccc1 was read as GCN5L2 inh -2% and FEN1 inhibitor 5%.
Screening CCN(Cc1ccc2c(c1)OCCO2)C(=O)CSc1nc(C)nc2sc(C)c(C)c12 returned GCN5L2 inh -4% and FEN1 inhibitor -22%.
Screening CCNc1nnc(SCC(=O)NC2CCCCCC2)s1 returned N370S GC 1%, GCN5L2 inh 1% and FEN1 inhibitor 1%.
`CCOC(=O)c1cccc(NC(=O)c2cc3sccc3n2Cc2ccc(Cl)cc2)c1` gave GCN5L2 inh -9% and FEN1 inhibitor 4%.
O=C(C[C@H]1C/C=C\CC[C@H](Cc2ccc(F)cc2)C(=O)O[C@@H](c2ccccc2)CNC1=O)N[C@@H](CO)Cc1ccccc1 was read as GCN5L2 inh -21% and FEN1 inhibitor -11%.
